Source: PubChem (Southern Research Specialized Biocontainment Screening Center)
H1N1 NS1A inhibition: NS1A inhibition, H1N1 influenza, cell based functional assay (AID 504329); actives 0.3% (n = 340,000); NS1A functional cell-based assay, percent inhibition; higher % means a stronger effect; inhibition, % at 12.5 µM; hits with a dose series show IC50 in µM; in the data active means a potency from the dose series; inconclusive means inhibition above about 27% without an active follow-up result; further: strong numbers were not always called active
H37Rv inhibition: M. tuberculosis growth inhibition, HTS (AID 449762) | inhibition, % at 25 µM, or IC50 in µM where a hit was titrated | M. tuberculosis H37Rv growth inhibition, 7H9 media; higher % means a stronger effect | actives 0.59% (n = 330,000); in the data active means a potency from the dose series; inconclusive means inhibition above about 70% without an active follow-up result;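 further: bacterial growth assessed after seven days of incubation; strong numbers were not always called active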
tuberculosis growth: growth inhibition of non-replicating M. tuberculosis (AID 488890). Mycobacterium tuberculosis non-replicating, growth inhibition; higher % means a stronger effect. inhibition, % at 25 µM; hits with a dose series show IC50 in µM. actives 0.39% (n = 320,000); in the data active means a potency from the dose series; inconclusive means inhibition mostly from about 82% at the one dose, without a potency; inactive means the rest, 99 in 100 with inhibition below about 76%;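 further: plate controls were DMSO cells for no effect and high antibiotic wells for full effect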
Salmonella PhoP GFP: PhoP regulon inhibitors, Salmonella typhi PhoP promoter GFP reporter, confirmatory (AID 1850); actives 0.33% (n = 310,000); inhibition, % at 50 µM, or IC50 in µM where a hit was titrated; Salmonella Typhi PhoP-promoter GFP reporter, fluorescence, 4 h; higher % means a stronger effect; in the data active means a potency from the dose series; inconclusive means inhibition mostly from about 25% at the one dose, without a potency; inactive means the rest, 99 in 100 with inhibition below about 19%;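 further: 0% = induced wells with vehicle and 100% = uninduced wells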
VEEV TC-83 Vero: inhibitors of VEEV TC-83 cytopathic effect, confirmation, Vero cells (AID 588727); inhibition, % at 20 µM, or IC50 in µM where a hit was titrated; Vero cells, VEEV TC-83 cytopathic effect inhibition; higher % means a stronger effect; actives 0.13% (n = 350,000); in the data active means a potency from the dose series; inconclusive means inhibition mostly from about 14% at the one dose, without a potency; inactive means the rest, 99 in 100 with inhibition below about 12%; further: strong numbers were not always called active
VEEV TC-83 Vero 10K pilot screen: also measured in VEEV TC-83 Vero; calls as there; inhibition, %; measured here: 10K pilot screen inhibition
Numbers without * were called inactive; i = inactive; u = inconclusive; x = no result given; & = joins results of further samples.

SMILES	H1N1 NS1A inhibition	H37Rv inhibition	tuberculosis growth	Salmonella PhoP GFP	VEEV TC-83 Vero	others
O=C(Cc1ccc(S(=O)(=O)N2CCOCC2)s1)NCCOc1ccccc1F	-3.8%	0.4%	9.4%	-3.2%	2.4%
CCOC(=O)c1cc(NC(=O)c2cnccn2)cc(C(=O)OCC)c1	2.0%	-0.4%	-9.4%	-0.4%	6.0%	VEEV TC-83 Vero 10K pilot screen=1.8
N/C(=N\OC(=O)CCC1CCCC1)c1ccc(Br)cc1	-5.1%	-9.2%	56.3%	-6.2%	1.4%
COc1cccc(NC(=O)COC(=O)COc2ccccc2[N+](=O)[O-])c1	-6.3%	0.5%	6.6%	-6.6%	0.3%
O=C(COC(=O)c1nc(Cl)ccc1Cl)c1ccc(Cl)s1	-4.0%	-6.8%	56.2%	1.4%	0.0%
Cc1cccc(-n2nnnc2SCC(=O)N(CC(C)C)c2c(N)n(CC(C)C)c(=O)[nH]c2=O)c1	3.1%	1.2%	18.4%	5.9%	0.3%
Cc1ccc(CSc2nn3c(=O)c(C)nnc3s2)cc1	-3.1%	-0.3%	18.1%	-12.9%	0.2%	VEEV TC-83 Vero 10K pilot screen=1.0
Cc1no[n+]([O-])c1COc1ccc(/C=C(\C#N)C(N)=O)cc1	5.7%	3.9%	64.3%	-3.0%	i	VEEV TC-83 Vero 10K pilot screen=2.9
Cc1c(OCC(=O)NCCCN2CCOCC2)ccc2c3c(c(=O)oc12)CCC3	-5.6%	-2.0%	2.0%	1.1%	1.0%
Cc1ccc(CNC(=O)c2ccc[nH]2)cc1	7.4%	2.8%	61.5%	16.2%	2.0%
COc1ccc(C2C(C(C)=O)=C(O)C(=O)N2c2ccc(O)cc2)cc1 (stereo not drawn)	-8.5%	2.0%	25.8%	-10.4%	1.1%
COc1cc(OC)c(OC)cc1/C=N/n1c(-c2n[nH]c3c2CCC3)n[nH]c1=S	3.1%	1.5%	-2.1%	2.0%	0.3%
COc1ccc(NC(=O)Nc2nnc(N3CCC(C)CC3)s2)cc1OC	1.4%	0.0%	x	x	1.8%
Cc1[nH]c2ccccc2c1C(=O)COC(=O)CCS(=O)(=O)c1ccccc1Cl	1.6%	8.8%	11.5%	17.0%	3.1%
Cc1cccc(OP(=O)(Oc2ccccc2)OC(c2ccccc2)C(F)(F)F)c1 (stereo not drawn)	-11.0%	-0.7%	-2.4%	-5.0%	5.5%
CN(C)c1ccc(S(=O)(=O)N2CCCCC2)cc1NC(=O)C1CSC2(C)CCC(=O)N12 (stereo not drawn)	-8.1%	-0.9%	1.4%	x	7.7%
CCO[C@@H]1OC(C(=O)N2CCOCC2)=C[C@H](c2cn(C(C)=O)c3ccccc23)[C@H]1CCCO	-4.9%	0.7%	4.1%	-2.1%	0.0%
COc1ccc(NC(=O)n2ncc3c(C)cccc32)cc1	-53.4%	29.1%	24.5%	7.9%	0.4%
CC(C)COc1cccc(C(=O)N(CC(=O)Nc2ccccc2C(F)(F)F)Cc2ccco2)c1	0.7%	0.6%	38.3%	x	9.6%
Cc1ccc2cc(CN(CCO)Cc3nnnn3Cc3ccc(F)cc3)c(=O)[nH]c2c1	-19.9%	4.0%	5.1%	6.6%	2.9%
CCCN(CCC)C(=O)Cn1c(=O)n(CCC(=O)NCCc2ccccc2)c(=O)c2ccccc21	-6.5%	1.3%	8.0%	-16.6%	4.5%
Cc1ccc(CNC(=O)CSc2nc3c(sc4ccccc43)c(=O)n2CCCN2CCCC2)cc1	3.8%	14.8%	u	5.9%	i
Cc1ccc(C2/C(=C(\O)c3ccc4c(c3)OCCO4)C(=O)C(=O)N2CC2CCCO2)cc1 (stereo not drawn)	9.0%	-9.1%	12.3%	-4.4%	2.2%
COc1ccc(C2CC(C(F)(F)F)n3ncc(C(=O)Nc4cccc(O)c4)c3N2)cc1OC (stereo not drawn)	5.5%	4.6%	3.7%	15.2%	i
CCOP(=S)(OCC)Oc1cc(C)nc(C(C)C)n1	-1.4%	x	x	x	0.7%

Next entries follow:
SMILES	H1N1 NS1A inhibition	H37Rv inhibition	tuberculosis growth	Salmonella PhoP GFP	VEEV TC-83 Vero	others
Cn1cc(CCCC(=O)NCc2ccc(F)cc2)c2ccccc21	-0.2%	-0.9%	9.8%	-0.1%	1.1%
CN(CC(=O)Nc1cccnc1)S(=O)(=O)c1cc(Cl)ccc1Cl	1.8%	2.9%	-3.5%	0.8%	0.1%
COc1cccc(/C=N/n2c(-c3ccco3)nc3ccccc3c2=O)c1	-1.0%	5.3%	28.3%	4.8%	7.8%
CCN(CC)S(=O)(=O)c1cccc(C(=O)Oc2cccc(NC(=O)c3cccs3)c2)c1	-1.2%	0.2%	-4.7%	-3.1%	i
CCCC1(c2ccccc2)NC(=O)N(CC(=O)Nc2sc(-c3ccccc3)cc2C(=O)OCC)C1=O (stereo not drawn)	1.4%	-6.5%	-18.3%	3.4%	6.3%
COc1ccc(Br)cc1S(=O)(=O)NCCc1cccs1	-3.0%	1.8%	17.8%	x	i
Cc1ccc2nc3c(c(Nc4ccc(O)cc4)c2c1)CCC3	2.6%	6.9%	u	17.6%	1.7%
Cc1ccc(C(C(=O)NC2CCCCC2)N(C(=O)Cc2c[nH]c3ccccc23)c2ccccc2)o1 (stereo not drawn)	7.7%	-1.1%	19.9%	-4.4%	1.4%
O=[n+]1cc(-c2ccc(Cl)cc2)n([O-])c2c1CCC2	-18.3%	-8.6%	-11.0%	2.7%	3.0%
Cc1n[nH]c(=S)n1/N=C/c1ccc(Br)o1	-19.6%	-2.0%	-11.0%	10.3%	2.2%
O=C(CSc1nnc(-c2ccc(F)cc2)o1)Nc1ccccc1N1CCOCC1	2.7%	28.6%	u	2.5%	5.2%
Cc1c(NC(=S)NC(=O)c2cccc([N+](=O)[O-])c2)c(=O)n(-c2ccccc2)n1C	5.0%	3.0%	-14.2%	1.2%	0.1%
NS(=O)(=O)c1ccc(CCNC(=O)COC(=O)Cc2c(F)cccc2Cl)cc1	-7.9%	-5.5%	-6.7%	7.7%	3.0%
CCC(C)CCN1CCN=C1Nc1ccccc1 (stereo not drawn)	0.5%	-3.7%	0.9%	-0.5%	0.9%
O=C(O)CCC(=O)Nc1ccccc1Oc1ccccc1	-0.6%	-2.2%	7.5%	1.8%	0.4%
CC(=O)c1c(C(C)=O)c(C)n(-c2cccc([N+](=O)[O-])c2)c1C	14.2%	4.1%	4.6%	6.5%	i
Cc1ccccc1CCN(C(=O)c1csnn1)C(C(=O)NC1CCCC1)c1ccncc1 (stereo not drawn)	8.7%	6.0%	3.1%	11.4%	0.9%
O=C(CSc1n[nH]c(-c2ccccc2)n1)Nc1ccc(F)cc1F	-1.1%	2.1%	41.5%	-7.5%	2.9%
CCOC(=O)CN(C(=O)CSc1nnc(CNc2ccc(F)cc2)n1CC)c1ccc(F)cc1	-7.5%	-4.6%	14.0%	-6.9%	i
Cc1ccc(-n2nc(C)c(NC(=O)COC(=O)c3ccccc3NCCO)c2C)cc1	-5.3%	-5.8%	1.8%	-6.2%	2.5%
O=C(CN1C(=O)NC2(CCCc3ccccc32)C1=O)NCCc1ccc(F)cc1 (stereo not drawn)	-6.3%	1.6%	8.6%	x	3.4%
CC(C)Cc1ccc(C(C)/C=C2/CCC(CN3CCCCC3)C2=O)cc1 (stereo not drawn)	1.3%	x	x	x	0.2%
O=C1NC(=O)N(CCC2=CCCCC2)C(=O)/C1=C/c1ccc(O)cc1	-3.6%	-5.8%	42.5%	-11.6%	0.6%
c1cncc(Nc2nc(-c3cccnc3)cs2)c1	1.7%	-9.4%	8.9%	-8.9%	5.1%
CCC1CCCCN1C(=O)COC(=O)c1cc(=O)[nH]c2ccccc12 (stereo not drawn)	-15.4%	-2.5%	12.4%	x	1.3%

5 structures already listed, ordered by SMILES length, ascending.
SMILES	H1N1 NS1A inhibition	H37Rv inhibition	tuberculosis growth	Salmonella PhoP GFP	VEEV TC-83 Vero	others
CCC(C)CCN1CCN=C1Nc1ccccc1 (stereo not drawn)	0.5%	-3.7%	0.9%	-0.5%	0.9%
COc1ccc(Br)cc1S(=O)(=O)NCCc1cccs1	-3.0%	1.8%	17.8%	x	i
O=C(CSc1nnc(-c2ccc(F)cc2)o1)Nc1ccccc1N1CCOCC1	2.7%	28.6%	u	2.5%	5.2%
O=C(CN1C(=O)NC2(CCCc3ccccc32)C1=O)NCCc1ccc(F)cc1 (stereo not drawn)	-6.3%	1.6%	8.6%	x	3.4%
Cc1ccc(-n2nc(C)c(NC(=O)COC(=O)c3ccccc3NCCO)c2C)cc1	-5.3%	-5.8%	1.8%	-6.2%	2.5%

(more compounds)
SMILES	H1N1 NS1A inhibition	H37Rv inhibition	tuberculosis growth	Salmonella PhoP GFP	VEEV TC-83 Vero	others
CCN(CC)CCNC(=O)C(=O)NCC1OCCN1S(=O)(=O)c1ccc([N+](=O)[O-])cc1 (stereo not drawn)	-5.0%	8.3%	-9.7%	-6.0%	0.1%
COc1ccc(CNC(=O)C2CCC(CNc3c(N4CCOCC4)c(=O)c3=O)CC2)cc1 (stereo not drawn)	-9.7%&-12.8%	-8.9%	x	x	4.4%&0.9%
Cc1nn(-c2ccc(F)cc2)c(C)c1CN1CCN(CCc2ccccc2)C(CCO)C1 (stereo not drawn)	-1.7%	-15.4%	19.6%	8.0%	i
CCOC(=O)CCNC(=O)Nc1ccc2nc(C)n(Cc3cccc(Cl)c3)c(=O)c2c1	-7.9%	-4.1%	35.3%	-0.5%	1.3%
O=C(NC(=S)NC1CCSC1=O)c1cccc([N+](=O)[O-])c1 (stereo not drawn)	-8.8%	-11.7%	-12.1%	-8.2%	0.5%
Cc1cccc(-n2cnc3cc(C(=O)N4CCCCC4)ccc32)c1	-7.9%	-4.8%	21.5%	0.1%	3.7%
CCCN1CCN(CCCNC(=O)C2CCN(c3nnc(-n4c(C)ccc4C)s3)CC2)CC1	12.6%	2.4%	7.8%	-12.1%	1.9%
O=C1c2ccccc2S(=O)(=O)N1Cc1c(F)cccc1Cl	8.3%	3.8%	-1.8%	-7.6%	0.9%
CC1CCc2c(nc3ncnn3c2N2CCN(c3ccccc3)CC2)C1 (stereo not drawn)	4.6%	-5.5%	-6.4%	-4.5%	3.1%
CNC(C)C#Cc1ccc2sc3cc(OC)c(OC)cc3c(=O)c2c1 (stereo not drawn)	x	u	75.4%	15.0%	x
CC(=O)C1=C(C)N=c2s/c(=C/c3ccc4c(c3)OCO4)c(=O)n2C1c1ccc(N(C)C)cc1 (stereo not drawn)	4.7%	x	x	x	4.6%
O=C(N/C(=C\c1ccc2c(c1)OCO2)C(=O)N1CCOCC1)c1cccs1	16.8%	-5.2%	-8.9%	5.1%	1.9%
CCCn1cc(S(=O)(=O)c2ccccc2)c(=O)c2cc(F)c(N3CCN(C)CC3)cc21	4.4%	10.5%	28.2%	3.8%	0.9%
COc1ccc2[nH]c(C)c(CCN(Cc3cccs3)C(=S)Nc3ccccc3)c2c1	>100µM*	-7.8%	55.7%	-29.3%	5.8%
CC(NC(=O)Cn1cccc1C(=O)c1ccccc1)c1ccccc1 (stereo not drawn)	-9.6%	-5.0%	6.0%	0.6%	2.2%
Cc1sc2nc(COC(=O)Cc3ccccc3)[nH]c(=O)c2c1C	-0.6%	-7.0%	14.5%	-9.3%	i
COc1ccc(CNC(=O)c2cccc(NC3=NC4CS(=O)(=O)CC4S3)c2)cc1 (stereo not drawn)	-5.4%	-9.1%	-6.5%	-4.5%	0.6%	VEEV TC-83 Vero 10K pilot screen=1.3
CC1(C)CC(=O)C2=C(C1)OC(N)=C(C#N)C2c1ccc2c(c1)OCO2 (stereo not drawn)	-4.6%	-1.8%	78.2%	-2.8%	0.5%
O=S(=O)(c1ccccc1C(F)(F)F)N1CCN(c2ncnc3sccc23)CC1	-8.5%	3.6%	36.7%	x	5.7%
Cc1ccccc1C(=O)Nc1ccc(C(=O)N/N=C/c2ccc(F)cc2)cc1	-5.6%	5.3%	16.6%	5.0%	0.8%
Cc1ccc(C2CC(c3ccccc3)n3ncnc3N2)cc1 (stereo not drawn)	-9.3%	-0.8%	43.2%	4.7%	0.1%
CCOC(=O)c1c(N)sc(C(=O)N(CC)CC)c1C	1.1%	-6.6%	-1.9%	4.2%	3.4%

Two consecutive compounds out of the list so far:
SMILES	H1N1 NS1A inhibition	H37Rv inhibition	tuberculosis growth	Salmonella PhoP GFP	VEEV TC-83 Vero	others
CCN(CC)CCNC(=O)C(=O)NCC1OCCN1S(=O)(=O)c1ccc([N+](=O)[O-])cc1 (stereo not drawn)	-5.0%	8.3%	-9.7%	-6.0%	0.1%
COc1ccc(CNC(=O)C2CCC(CNc3c(N4CCOCC4)c(=O)c3=O)CC2)cc1 (stereo not drawn)	-9.7%&-12.8%	-8.9%	x	x	4.4%&0.9%

Rows were taken by chance. Share with any hit: about 1.4%.
